Assay outcomes: PubChem, several laboratories
bIAP activator: intestinal alkaline phosphatase (bovine) activation. purified bovine IAP, CDP-star luminescence, 30 min; active compounds read high; fold of DMSO-control signal, blank-subtracted. activation factor at 20 µM. actives 0.17% (n = 200,000);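 active = activation factor of 2 or more at 20 µM, a signal rise over negative controls twice the positive control's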
TNAP inh no acc: inhibitors of human TNAP without phosphate acceptor. purified TNAP, CDP-star luminescence, 30 min. P05186. actives 0.26% (n = 200,000). inhibition, % at 20 µM;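 active = tissue-nonspecific alkaline phosphatase inhibition above about 50% at 20 µM in the single-dose screen, limit read from the data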;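 note: 0% = DMSO negative control and 100% = EDTA positive control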
Target sequence (P05186 whole entry, looked up): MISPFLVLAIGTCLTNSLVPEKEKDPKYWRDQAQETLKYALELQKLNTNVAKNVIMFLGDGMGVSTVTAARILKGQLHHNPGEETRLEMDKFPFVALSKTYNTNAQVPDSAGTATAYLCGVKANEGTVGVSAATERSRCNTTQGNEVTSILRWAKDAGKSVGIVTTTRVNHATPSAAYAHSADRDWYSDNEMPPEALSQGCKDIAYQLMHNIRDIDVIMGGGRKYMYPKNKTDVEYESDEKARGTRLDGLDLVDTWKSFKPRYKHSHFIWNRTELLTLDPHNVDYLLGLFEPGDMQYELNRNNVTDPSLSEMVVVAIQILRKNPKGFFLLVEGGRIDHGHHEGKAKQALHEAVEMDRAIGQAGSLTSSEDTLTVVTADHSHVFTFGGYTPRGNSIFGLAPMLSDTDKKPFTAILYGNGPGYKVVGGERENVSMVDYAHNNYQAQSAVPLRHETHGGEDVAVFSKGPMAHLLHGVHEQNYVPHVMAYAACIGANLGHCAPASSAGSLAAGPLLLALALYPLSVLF
PPARg SRC1 recr: promotes SRC-1 coactivator recruitment by human PPARgamma; P37231; PPARgamma-SRC-1 coactivator recruitment biochemical assay; activation, % at 8 µM; actives 0.41% (n = 200,000); in the data active = activation above about 19%;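 note: 0% = DMSO and 100% = reference agonist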
Target sequence (P37231 whole entry, looked up): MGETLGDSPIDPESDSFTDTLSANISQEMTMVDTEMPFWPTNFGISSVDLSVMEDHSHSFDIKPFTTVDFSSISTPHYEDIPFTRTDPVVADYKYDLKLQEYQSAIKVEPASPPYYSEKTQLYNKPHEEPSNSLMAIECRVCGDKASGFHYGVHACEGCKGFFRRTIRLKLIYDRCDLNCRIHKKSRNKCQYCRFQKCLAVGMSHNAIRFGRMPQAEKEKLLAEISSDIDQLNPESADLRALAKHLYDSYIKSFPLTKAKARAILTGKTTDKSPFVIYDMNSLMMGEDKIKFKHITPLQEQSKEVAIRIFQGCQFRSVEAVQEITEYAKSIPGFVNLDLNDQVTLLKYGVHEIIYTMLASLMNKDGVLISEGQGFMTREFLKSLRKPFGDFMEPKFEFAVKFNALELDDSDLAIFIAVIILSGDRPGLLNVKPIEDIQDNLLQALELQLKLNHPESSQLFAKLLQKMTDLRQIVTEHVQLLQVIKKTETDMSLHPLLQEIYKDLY
PPARg SRC-3 ag: PPARgamma-driven SRC-3 recruitment agonism | AID 731 | biochemical PPARgamma/SRC-3 coactivator recruitment assay | actives 0.26% (n = 200,000) | P37231 | activation, % at 8 µM; in the data active = activation above about 23%;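 note: 0% = DMSO and 100% = reference agonist; some compounds past the cut are filed as inactive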
PPARg SRC2 recr: PPARgamma-driven SRC-2 recruitment agonism; activation, % at 8 µM; actives 0.34% (n = 200,000); P37231; PPARgamma LBD-SRC-2 recruitment, biochemical; in the data active = activation above about 22%;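 note: 0% = vehicle and 100% = reference agonist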
TNAP act hiacc: activators of human TNAP at high phosphate acceptor concentration | activation factor at 20 µM | 200,000 tested, under 10 active | AID 1136 | purified TNAP, CDP-star luminescence, 1 M DEA, 30 min; active compounds read high; 0 = EDTA background, 1 = DMSO-only activity;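 active = activation factor at least 2 at 20 µM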
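Dosing: 20 µM single point. System: human TNAP. Amount: TNAP 1/800 final. Incubation: 30 min, room temperature. Read-out: TNAP activation factor scaled between EDTA and DMSO control wells. Signal: luminescence from CDP-star hydrolysis. Medium: 1 M DEA, pH 9.8, Mg2+, Zn2+. Control set: EDTA negative control, DMSO positive control.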
TR-FRET SRC-2 ct: TR-FRET artefact, counter-screen to PPARgamma/SRC-2 agonist assay; active compounds read high; TR-FRET ratio at 8 µM; actives 0.4% (n = 200,000); AID 1049; in the data active = TR-FRET ratio above about 2000; note: inactives centre near 1500
bIAP inh: blocks bovine intestinal alkaline phosphatase activity. 190,000 tested, under 10 active. purified bovine IAP, CDP-star luminescence, 30 min. inhibition, % at 20 µM;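 active = over 50% inhibition of intestinal alkaline phosphatase at 20 µM in the single-dose screen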
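System: Purified bovine intestinal alkaline phosphatase (IAP) enzyme | Input: IAP diluted 1/65,000,000 in the well | Also added: CDP-star chemiluminescent phosphatase substrate, 30 µM final | Dosing: 20 µM single dose | Times: Enzyme reaction for 30 min at room temperature | Detection: Luminescence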
HMGR II inh: inhibitors of class II HMG-CoA reductase from Enterococcus faecalis | purified E. faecalis HMGR, NADPH absorbance 340 nm kinetic | inhibition, % at 10 µM | actives 0.41% (n = 190,000) | AID 1066;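 active = inhibition above a set limit, the median over all tested compounds plus 3 SD, cut at about 9.5% in these data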;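 note: enzyme runs in reverse so mevalonate oxidation gives rising NADPH absorbance; 0% = complete reaction with DMSO and 100% = background rate lacking mevalonate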
TNAP inh hi DEA: inhibitors of human TNAP at high phosphate acceptor concentration; purified TNAP, CDP-star luminescence, 1 M DEA; inhibition, % at 20 µM; actives 0.03% (n = 200,000);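 active = over 50% inhibition of tissue-nonspecific alkaline phosphatase at 20 µM in the single-dose screen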;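 note: plate controls were DMSO wells for no effect and EDTA-quenched wells as full inhibition for full effect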
Starred values were filed as active, the others as inactive; & = joins results of further samples.

Values run as follows: bIAP activator, TNAP inh no acc, PPARg SRC1 recr, PPARg SRC-3 ag, PPARg SRC2 recr, TNAP act hiacc, TR-FRET SRC-2 ct, bIAP inh, HMGR II inh, TNAP inh hi DEA
> Cc1ccc(C)c(N=Nc2nc3ccccc3n2C)c1
→ 0.6, 14, -2, -8, 4, 0.8, 1576, 36, -2, 16
> COc1ccc(N/C(=N\c2nc(C)cc(C)n2)NC(C)=O)cc1OC
→ 0.9, -4, 5, -9, -2, 1, 1470, 7, 2, 4
> CNC(=O)c1[nH]cnc1C(=O)Nc1ccccn1
→ 1.5, -127, -4, 2, 3, 1.1, 1624, -51, -4, -8
> O=C(Oc1ccc2c(=O)c(Cl)coc2c1)c1ccncc1
→ 0.9, -11, 5, -1, 10, 1.1, 1634, 5, -7, -6
> O=[N+]([O-])c1cc(S(=O)(=O)CCCN2CCOCC2)ccc1F
→ 0.8, -4, -4, -3, 0, 1, 1520, 18, -1, 5
> O=C(Nc1ccc(S(=O)(=O)N2CCCC2)cc1)c1ccc2c(=O)n3c(nc2c1)CCCCC3
→ 1.1, -6, -11, 4, 5, 1.1, 1521, -6, 0, -8
> CCc1ccc(C2C3=C(CC(C)(C)CC3=O)OC3=C2C(=O)CC(C)(C)C3)cc1
→ 1.1, -4, 2, -1, -7, 1, 1403, -5, 3, -2
> O=C(CCNC(=O)c1ccccc1Cl)OCC(=O)c1ccccc1
→ 1, -2, 3, 2, 9, 1, 1619, 0, 3, 3
> O=[N+]([O-])c1ccc(-c2nc(NCc3ccccc3)c3ccccc3n2)cc1
→ 1, -13, 2, 0, -1, 1, 1510, 4, 1, -1
> O=C(CSc1ccccn1)Nc1ccc(N2CCOCC2)cc1
→ 1, -18, 1, 1, -5, 1.1, 1405, 2, 0, -7
> CCOc1ccc(-n2c(C)c(C(C)=O)c(C(C)=O)c2C)cc1
→ 0.9, -3, 10, 2, -2, 1, 1400, 10, -4, 4
> O=C(NC1CCCCC1)N1CCN(c2ncccn2)CC1
→ 0.9, -16, 6, -2, -2, 1, 1455, 8, -1, -1
> CCn1ncc(CNC(=O)C2(C)CC2(Br)Br)c1C (centres undefined)
→ 0.9, -7, 9, 2, 0, 1, 1473, 8, -3, -5
> Cc1cc(NC(=O)CSc2ccccc2)no1
→ 0.8, -11, 2, 4, 4, 1, 1600, 23, 5, -1
> CCOc1ccc(-c2cn3ccccc3n2)cc1
→ 1.3, -7, -1, 2, 1, 1, 1529, -27, -3, -1
> COc1ccc(/C=C2\C(=O)N(Cc3ccc(F)cc3)CC(=O)N2Cc2ccccc2)cc1
→ 0.9, -8, 7, -2, 5, 1, 1468, 8, -3, 3
> O=C(CO/N=C/c1ccc(OC(F)F)cc1)NC1CCCCCC1
→ 0.9, -3, 0, 0, 6, 1, 1556, 6, 0, -4
> COc1cc(/C=N/NC(=O)COc2cccc(F)c2)ccc1OS(=O)(=O)c1ccc(C)cc1
→ 1.3, 0, 4, 3, 4, 1.1, 1754, -30, -2, -8
> Cc1ccnc2c1NC(=O)c1cccnc1N2C1CC1
→ 1&1, -4&-5, 8&-6, 5&-2, 10&-5, 1.1&1, 1269&1252, -1&-2, 0&3, -6&-3
> O=C1NCC(COc2cccc3ccccc23)O1 (centres undefined)
→ 1, -12, -3, -3, -3, 1, 1304, 4, -5, -4
> COC(=O)c1cc(Br)c(=O)n(CCC2=CCCCC2)c1
→ 0.9, -9, 4, 3, 16, 1.1, 1449, 8, -5, -8
> FC(F)(F)c1ccc(Cl)c(NC(=S)NC2CC2)c1
→ 1.2, -13, 4, 4, -3, 1, 1624, -20, 0, -4
> COc1ccc(N2C(=O)C(Cl)=C(Nc3ccccc3O)C2=O)cc1
→ 0.8, -7, 1, 8, 13, 1, 1545, 15, -1, -3
> CC1=C/C(=N\NC(=S)NCc2ccccc2)CC1
→ 1, -121, 3, 2, -3, 1, 1630, 1, -1, 2
> Clc1cccc(-c2ccc(/C=N/n3cnnc3)o2)c1Cl
→ 0.9, 1, -3, 3, -5, 0.9, 1625, 15, -4, 6
> CCOC(=O)CCCNC(=O)CN1C(=O)NC2(CCCCCC2)C1=O
→ 0.9, -11, 1, 8, -5, 1, 1537, 12, 0, -4
> Cc1cccc(NC(=S)NNC(=S)NC2CCCCC2)c1C
→ 0.9, -121, 12, 4, 2, 0.9, 1707, 8, -2, 11
> O=C(Cc1cccs1)Nc1ccc(S(=O)(=O)N2CCCC2)cc1
→ 1.3, 2, 13, 5, 4, 1, 1702, -30, -3, 3
> COc1cccc(C(=O)Nc2nc(C)cs2)c1
→ 1, -3, 0, -5, -12, 1, 1701, 3, -6, 0
> COc1ccc(Cl)cc1NC(=O)c1cc(-c2ccccc2O)n[nH]1
→ 1, -28, 0, 3, 1, 1, 1571, -1, -1, -1
> CN(C)c1ccc(P(=O)(OCc2ccccc2)C(O)c2ccncc2)cc1 (centres undefined)
→ 0.9, -7, 7, 7, 4, 1, 1687, 6, -16, -2
> CN(C)c1ccc(S(=O)(=O)NCC(=O)OCC(=O)Nc2cccc(Cl)c2)cc1[N+](=O)[O-]
→ 1.1, 0, 1, 2, 12, 0.9, 1576, -6, -2, 6
> Cc1ccc(-n2ncc(C(=O)Nc3cc(Cl)ccc3C)c2C2CCNCC2)cc1C
→ 1.4, -6, -2, 0, 4, 1, 1524, -38, 5, -1
> CCC1CCCCN1C(=O)CCc1nnc(Cc2c[nH]c3ccccc23)o1 (centres undefined)
→ 1, -7, -1, 8, 6, 1, 1520, 1, -4, -4
> CCC(CC)C(=O)N=C1SC2CS(=O)(=O)CC2N1CCc1ccc(OC)cc1 (centres undefined)
→ 1, 3, 2, -9, -8, 1.1, 1597, 1, -7, -6
> C=C(C)C1Cc2cc3ccc(=O)oc3cc2O1 (centres undefined)
→ 0.8, -10, -3, -4, -17, 1, 1301, 19, -5, 1
> COC(=O)c1ccc(NC(c2ccc(Cl)cc2)P(=O)(OC)OC)cc1 (centres undefined)
→ 1, -8, -1, -8, -7, 1, 1439, 3, 2, -3
> Fc1ccc(-n2nnnc2-c2ccccc2Cl)cc1
→ 0.9, -10, -2, -2, 1, 1.1, 1706, 12, -2, -5
> COc1cc(CNCCc2ccc(F)cc2)ccc1OCc1ccc(Cl)nc1
→ 1.1, 14, 0, 8, 2, 1.1, 1665, -12, -4, -6
> Cc1cc(-c2csc(N)n2)c(C)n1Cc1ccccc1
→ 1, -12, -4, 3, 2, 1, 1388, 2, 0, 2
> O=C(Cn1cc(C(=O)C2CC2)c2ccccc21)NCC1CCCO1 (centres undefined)
→ 0.9, -16, -2, -1, 5, 1.1, 1303, 15, 2, -6
> O=C1NC2(CCCCC2)C(=O)N1CCS(=O)(=O)Oc1ccc(Br)cc1
→ 1, -6, -5, 1, 6, 1.1, 1608, 0, 4, -9
> COc1ccc(OC)c(NC2=C(Cl)C(=O)N(Cc3ccccc3)C2=O)c1
→ 0.9, -5, -1, 3, 0, 1, 1702, 12, 2, -2
> O=C(NC(=S)Nc1cccc2ncccc12)c1ccccc1
→ 1.2, -4, 0, 2, 3, 1, 1640, -18, -5, -3
> O=C(Nc1nnc(-c2ccco2)o1)c1ccc(S(=O)(=O)N2CCOCC2)cc1
→ 1, -44, 2, 2, -8, 1, 1472, 0, 1, 1
> COc1ccc(C(=O)CN2CCN(c3ccc(F)cc3)CC2)cc1OC
→ 1, -11, -5, -5, -5, 1.1, 1577, 2, -8, -6
> O=C(NC1CCCc2ccccc21)c1ccc(CNc2c(N3CCOCC3)c(=O)c2=O)cc1 (centres undefined)
→ 1, 4, -2, 20, 4, 1, 1688, 1, -8, 2
> O=c1ccc2cc(S(=O)(=O)N3CCOCC3)ccc2o1
→ 1.1, -14, 4, -6, 11, 1.1, 1571, -8, -2, -8
> O=C(CSc1nc2ncc(Cl)cc2[nH]1)N(Cc1ccccc1)C1CCS(=O)(=O)C1 (centres undefined)
→ 1.1, 21, 4, 7, 17, 1.1, 1653, -8, -8, -6
> CCOc1ccc(-c2nnn(CC(=O)NCc3ccc(C)cc3)n2)cc1
→ 1.3, -26, -2, 5, 1, 1.1, 1457, -30, 0, -7
> CCCOCCOC(=O)c1[nH]c2c(c1C)C(=O)CC(c1cc(OC)ccc1OC)C2 (centres undefined)
→ 1, -6, 6, 6, 0, 1, 1537, 4, -4, 1
> C=CCn1c(=O)c2c(C)c(C)sc2n2c(Nc3ccccc3)nnc12
→ 0.9, -10, -2, 4, 12, 1.1, 1566, 9, 2, -6
> O=C(Nc1ccccc1)c1ccc(=O)n(Cc2ccc(F)c(F)c2)c1
→ 1, -2, 4, 1, 3, 1, 1478, -1, -7, 0
> COc1cc(OC)cc(C(=O)Nc2ccc(-n3cnnn3)c(C)c2)c1
→ 0.9, -8, 7, 5, 2, 1, 1464, 9, -3, -3
> COc1ccc(S(=O)(=O)N2CCSC2)cc1C
→ 1.6, -4, 6, 0, 1, 0.9, 1676, -58, -7, 7
> Cc1ccc(S(=O)(=O)Cn2nnnc2C(C(C)C)N2CCN(Cc3ccco3)CC2)cc1 (centres undefined)
→ 1, 2, 5, -1, 4, 1, 1613, 2, -6, -4
> Cc1ccc(S(=O)c2ccc(C)cc2)cc1
→ 0.9, 9, -2, -2, -7, 1, 1393, 11, 1, -2
> COc1ccc(CNC(=O)C(c2ccncc2)N(C(=O)Cc2cccs2)c2cccc(C)c2)cc1 (centres undefined)
→ 0.9, -1, 4, 4, 5, 1, 1617, 12, -1, 2
> O=C(N/N=C\c1ccc(Cl)s1)c1cccs1
→ 0.7, -7, 1, 3, 9, 1.1, 1455, 31, -5, -12
> CCNC(=O)Cc1ccc(Br)cc1
→ 1, 0, 2, -1, 1, 1, 1553, 1, -5, -2

Some of the entries so far, with each value named:
> Cc1ccc(S(=O)(=O)Cn2nnnc2C(C(C)C)N2CCN(Cc3ccco3)CC2)cc1 (centres undefined)
  bIAP activator: 1
  TNAP inh no acc: 2
  PPARg SRC1 recr: 5
  PPARg SRC-3 ag: -1
  PPARg SRC2 recr: 4
  TNAP act hiacc: 1
  TR-FRET SRC-2 ct: 1613
  bIAP inh: 2
  HMGR II inh: -6
  TNAP inh hi DEA: -4
> COc1ccc(CNC(=O)C(c2ccncc2)N(C(=O)Cc2cccs2)c2cccc(C)c2)cc1 (centres undefined)
  bIAP activator: 0.9
  TNAP inh no acc: -1
  PPARg SRC1 recr: 4
  PPARg SRC-3 ag: 4
  PPARg SRC2 recr: 5
  TNAP act hiacc: 1
  TR-FRET SRC-2 ct: 1617
  bIAP inh: 12
  HMGR II inh: -1
  TNAP inh hi DEA: 2
